FBW7 activator: FBW7 E3 ligase activators, primary screen, biochemical, AlphaScreen, human; AlphaScreen FBW7–phospho-cyclin E peptide binding, activator screen; F-box/WD repeat-containing protein 7 (Homo sapiens), Q969H0; AID 1259310, 2017; normalized activity (activation), % at 26.1 µM; 0.13% of 650,000 active; in the data active = normalized activity above about 1.9%;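 also: purified mutant Fbw7 with reduced substrate affinity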
Target sequence (Q969H0 whole entry, looked up): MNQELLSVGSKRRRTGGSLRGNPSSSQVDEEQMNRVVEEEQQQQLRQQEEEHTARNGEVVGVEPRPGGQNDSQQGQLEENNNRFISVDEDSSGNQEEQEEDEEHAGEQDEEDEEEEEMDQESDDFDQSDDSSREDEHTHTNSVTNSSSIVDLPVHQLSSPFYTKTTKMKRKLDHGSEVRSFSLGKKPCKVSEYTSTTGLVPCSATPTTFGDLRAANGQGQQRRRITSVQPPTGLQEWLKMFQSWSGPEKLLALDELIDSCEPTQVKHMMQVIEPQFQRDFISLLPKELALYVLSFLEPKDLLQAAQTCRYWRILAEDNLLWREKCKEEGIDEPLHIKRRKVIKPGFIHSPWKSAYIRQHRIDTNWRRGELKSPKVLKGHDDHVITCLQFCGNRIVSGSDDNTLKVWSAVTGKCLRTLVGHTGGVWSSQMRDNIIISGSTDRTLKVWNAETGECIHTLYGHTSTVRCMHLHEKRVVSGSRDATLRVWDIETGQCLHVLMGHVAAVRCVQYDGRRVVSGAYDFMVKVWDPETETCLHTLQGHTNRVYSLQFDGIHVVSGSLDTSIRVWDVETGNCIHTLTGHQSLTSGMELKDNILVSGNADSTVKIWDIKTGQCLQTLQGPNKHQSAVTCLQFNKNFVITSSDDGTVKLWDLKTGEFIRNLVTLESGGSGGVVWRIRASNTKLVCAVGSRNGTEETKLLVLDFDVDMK
MITF primary: MITF inhibitors, primary screen, biochemical, AlphaScreen, human; AlphaScreen MITF homodimerization, bead proximity signal; inhibition, % at 2.6 µM; AID 1259374, 2018; 0.91% of 650,000 active; Microphthalmia-associated transcription factor (Homo sapiens), O75030; in the data active = inhibition above about 50%;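 also: 0% = vehicle wells with protein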
GPR151 ag: activators of human GPR151, primary screen, cell-based, PathHunter beta-arrestin, luminescence. PathHunter beta-arrestin GPR151 cells. 1% of 650,000 active. activation, % at 11.2 µM. AID 1508602, 2020; in the data active = activation above about 4.9%;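 also: 0% = median of compound wells and 100% = cells with positive control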
Target sequence (Q8TDV0 whole entry, looked up): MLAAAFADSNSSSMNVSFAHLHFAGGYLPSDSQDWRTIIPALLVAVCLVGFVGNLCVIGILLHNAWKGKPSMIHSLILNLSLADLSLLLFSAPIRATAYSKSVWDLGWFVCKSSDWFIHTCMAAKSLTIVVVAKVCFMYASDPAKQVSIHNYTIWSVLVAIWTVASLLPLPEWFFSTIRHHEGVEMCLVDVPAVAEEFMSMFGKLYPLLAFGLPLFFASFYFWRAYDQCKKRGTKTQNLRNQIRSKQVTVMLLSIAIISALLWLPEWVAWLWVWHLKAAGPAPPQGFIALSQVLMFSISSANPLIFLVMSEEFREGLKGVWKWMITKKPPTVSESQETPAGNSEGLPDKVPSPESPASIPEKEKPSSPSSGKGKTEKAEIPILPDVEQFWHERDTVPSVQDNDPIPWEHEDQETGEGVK
TEAD-YAP inh: TEAD-YAP interaction inhibition, primary screen, TEAD-YAP interaction inhibitor project, luminescence, HEK-TIYL cells; TEAD-Gal4/YAP UAS-luciferase luminescence; inhibition, % at 9.12 µM; 1.4% of 640,000 active; in the data active = inhibition above about 32%;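 also: 0% = median of test compound wells and 100% = reference inhibitor wells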
The depositor's hits bear a star; & = joins results of further samples.

SMILES	FBW7 activator	MITF primary	GPR151 ag	TEAD-YAP inh
CCN1C(=O)C2C(c3ccco3)NC(C(=O)OC)(c3ccccc3)C2C1=O (stereo not drawn)	0.0	45	-0.6	-5
COc1ccc(O)c(C(=O)/C=C/c2ccc(F)cc2)c1	-0.1	2	-1.8	-22
Cc1cc(/C=C(\C#N)C(=O)N2CCOCC2)c(C)n1-c1ccc(Br)cc1	-0.2	14	-0.6	-61
CCCCCCc1cc2c3c(c(=O)oc2cc1OC/C=C/c1ccccc1)CCCC3	0.1	10	0.5	1
COC(=O)C(O)(CC(=O)N(C1CCCCC1)C1CCCCC1)C(F)(F)F (stereo not drawn)	-0.2	-6	2.5	5
COc1cc(C2C(C(=O)OC3CCCCC3)=C(C)NC3=C2C(=O)CC(C)(C)C3)cc(Cl)c1O (stereo not drawn)	-0.1	0	0.8	-5
COc1ccccc1C1c2c(-c3ccc(F)cc3)n[nH]c2C(=O)N1c1ccccc1 (stereo not drawn)	0.1	18	-0.3	10
Cc1ccc(NC(=O)C2C3C=CC4(O3)C2C(=O)N(Cc2ccccc2)C4C(=O)NC2CCCCC2)cc1 (stereo not drawn)	0.1	-4	2.1	0
Cc1[nH]c(-c2ccc(F)cc2)cc1C(=O)NCCCOC(C)C	0.0	8	3.1	-8
CCCCOc1ccc(C(=O)Nc2ccc3nc(SCc4cc([N+](=O)[O-])ccc4OC)sc3c2)cc1	0.7	15	-0.6	11
OCc1cc(Cl)ccc1OCc1ccc(F)cc1	0.2	7	-0.3	-46
CC(=O)N1c2ccccc2C2(O)N=C(C)SC12 (stereo not drawn)	-0.2	-8	-0.4	-7
O=C(NCC1CCCO1)c1nn2c(c1Br)NC(c1cccs1)CC2C(F)(F)F (stereo not drawn)	0.0	6	1.6	5
COc1ccc(CNc2c3c(nc4nnnn24)CCCC3)cc1OC	0.8	2	1.1	5
CCC(c1nnnn1CCC(C)C)N1CCN(C2CCCC2)CC1 (stereo not drawn)	0.1	32	-0.1	-1
O=C(Nn1cnnc1)C1CCN(S(=O)(=O)c2ccc(F)c(F)c2)CC1	0.3	-2	1.4	-1
Cc1ccc(C2CC(c3cccs3)=NN2C(=O)CSc2nnc(CNC(=O)c3cccc(C)c3)n2-c2ccc(F)cc2)cc1 (stereo not drawn)	-0.2	-16	0.4	-11
O=C(c1ccccc1Br)N(Cc1ccco1)C1CCS(=O)(=O)C1 (stereo not drawn)	0.0	8	-0.6	6
COc1ccc(CNC(=O)c2cc3c(=O)n(C)c4ccccc4c3s2)c(OC)c1	-0.1	3	-0.6	-14
NC(=O)NC(=O)COC(=O)c1ccc(NS(=O)(=O)c2ccc3c(c2)OCCO3)cc1	0.1	-7	1.8	-10
CCOC(=O)/C(Cl)=N\Nc1ccccc1	0.0	31	0.4	16
O=C1c2cccc3c(N4CCOCC4)ccc(c23)C(=O)N1c1ccccc1O	0.1	-10	-0.6	4
CC1=Nc2ccccc2/C1=C/c1c(O)n(C)c(=O)n(C)c1=O	0.0	0	1.0	-7
O=C(O)CCCCCN1C(=O)C(=O)/C(=C(/O)c2ccc([N+](=O)[O-])cc2)C1c1ccccc1F (stereo not drawn)	0.4	17	-0.9	-13
COc1cc(C2C(C#N)=C(N)Oc3n[nH]c(-c4cccs4)c32)cc(OC)c1OC (stereo not drawn)	-0.3	-10	-1.0	-5
COc1ccc(-c2c(C(F)(F)F)oc3cc(OC(C)C(=O)OCC(C)C)ccc3c2=O)cc1OC (stereo not drawn)	-0.1	11	-0.6	0
COC(=O)COc1cccc(/C=N/NS(=O)(=O)c2ccccc2)c1	0.1	-6	0.0	-1
COCC(C)NC(=O)NC1(C(F)(F)F)Oc2ccccc2O1 (stereo not drawn)	-0.1	-1	2.0	7
Cc1cc(=O)[nH]c(SCC(=O)Nc2ccc(C)c(Cl)c2)n1	0.0	5	1.6	-1
CC(=O)c1ccc(OC(=O)C2CC(=O)N(c3ccc(Cl)cc3)C2)cc1 (stereo not drawn)	0.0	0	1.8	-14
Cc1cc(C)cc(NC(=O)CSc2ccc3nnc(-c4cccnc4)n3n2)c1	0.2	8	0.9	-1
Fc1ccccc1CSc1cc(N2CCCC2)ncn1	0.1	-4	0.2	-47
COc1ccc2ccccc2c1C1NC(=O)N(Cc2ccccc2)C(C)=C1[N+](=O)[O-] (stereo not drawn)	0.7	18	0.8	1
COC(=O)c1ccc(NC(=O)/C(=C\c2ccc([N+](=O)[O-])cc2)NC(=O)c2ccc(OC)cc2Cl)cc1	0.1	3	0.3	1
Cc1ccc(NC(=O)C2CC(=O)OC23CCOC(C)(C)C3)cc1 (stereo not drawn)	0.0	-16	-0.2	0
CCCCn1c(NCc2ccccn2)nc2ccccc21	0.4	26	-1.6	-3
O=C(CN1C(=O)c2ccc3c4c(ccc(c24)C1=O)CC3)OCC(=O)c1ccc([N+](=O)[O-])cc1	-0.2	19	0.4	6
Cc1cc(C(=O)COc2ncnc3ccc(Br)cc23)c(C)n1CC1CCCO1 (stereo not drawn)	-0.1	0	-0.6	-1
C=CCC1S/C(=N\N=C/c2ccc(OC)cc2)NC1=O (stereo not drawn)	0.1	-5	2.1	-27
O=C(CN1CCC(n2cnc3cc(F)ccc32)CC1)Nc1ccccc1Br	0.1	10	-0.7	3
Cc1cccc(N2CCN(C(=O)c3ccc(Cn4c(=S)[nH]c5cc6c(cc5c4=O)OCO6)cc3)CC2C)c1 (stereo not drawn)	-0.1	7	-0.3	-1
Cc1c(N=Cc2ccccc2)cc([N+](=O)[O-])cc1[N+](=O)[O-]	-0.1	-4	5.3*	5
CC(=O)N(Cc1ccc2c(c1)OCO2)c1nnc(C)s1	-0.2	-7	0.8	6
O=C(Nc1ccc(Cl)cc1Cl)c1cncc(Br)c1	-0.1	-1	0.1	-20
O=C(Nc1ccncc1)c1ccc(COc2ccccc2Cl)cc1	1.5	16	-3.7	60*

Rewritten with two lines to a compound: 2 of the compounds above.
Values run as follows: FBW7 activator, MITF primary, GPR151 ag, TEAD-YAP inh
CCCCn1c(NCc2ccccn2)nc2ccccc21
→ 0.4, 26, -1.6, -3
OCc1cc(Cl)ccc1OCc1ccc(F)cc1
→ 0.2, 7, -0.3, -46

Reformatted with each value named: four of the compounds above
> Cc1cc(C(=O)COc2ncnc3ccc(Br)cc23)c(C)n1CC1CCCO1 (stereo not drawn)
- FBW7 activator: -0.1
- MITF primary: 0
- GPR151 ag: -0.6
- TEAD-YAP inh: -1

> O=C(CN1C(=O)c2ccc3c4c(ccc(c24)C1=O)CC3)OCC(=O)c1ccc([N+](=O)[O-])cc1
- FBW7 activator: -0.2
- MITF primary: 19
- GPR151 ag: 0.4
- TEAD-YAP inh: 6

> Cc1cc(C)cc(NC(=O)CSc2ccc3nnc(-c4cccnc4)n3n2)c1
- FBW7 activator: 0.2
- MITF primary: 8
- GPR151 ag: 0.9
- TEAD-YAP inh: -1

> Cc1c(N=Cc2ccccc2)cc([N+](=O)[O-])cc1[N+](=O)[O-]
- FBW7 activator: -0.1
- MITF primary: -4
- GPR151 ag: 5.3*
- TEAD-YAP inh: 5

Further entries follow.
SMILES	FBW7 activator	MITF primary	GPR151 ag	TEAD-YAP inh
CSc1ccc(/C=N\NC(=O)Cn2nnc3ccccc32)cc1	-0.1	-7	-0.1	-6
CCn1c(=O)n(CC(=O)N2CC(C)CC(C)C2)c(=O)c2ccccc21 (stereo not drawn)	-0.1	-2	0.0	4
N#Cc1c(NC(=O)c2cccc(F)c2)sc2c1CCCC2	0.2	-2	1.2	-59
O=C(NCc1ccccc1F)c1ccccc1Br	-0.1	4	0.4	-3
COCCn1nnnc1C(c1ccc(OC)cc1)N1CCN(c2ccc(F)cc2)CC1 (stereo not drawn)	-0.2	-4	0.7	3
CC(=O)c1cnc2cc(-c3ccc(C)cc3)nn2c1C	0.2	-6	0.4	-60
N#CC1=C2SCC(O)(c3ccccc3)N2C(=O)CC1c1cccs1 (stereo not drawn)	-0.2	-1	-0.9	42*
Cc1ccc(-c2nc(C(N)=O)c3[nH]c(=O)n(CC4CCCO4)c3n2)cc1 (stereo not drawn)	0.2	6	-0.1	-5
Cc1ccc(/C(O)=C2/C(=O)C(=O)N(CCN3CCOCC3)C2c2cccs2)cc1 (stereo not drawn)	0.2	3	0.9	0
CC1CCCN(Cc2nnnn2CCc2ccccc2)C1 (stereo not drawn)	-0.2	-2	0.9	10
O=C(CCSc1ccccc1)Nc1ccccc1C(=O)O	0.1	3	-5.7	-20
O=C1CCC(CCC(=O)N2CCc3sccc3C2)(Cc2ccc3c(c2)OCO3)N1 (stereo not drawn)	0.4	1	-0.8	13
Clc1ccccc1CSc1nnc2c(n1)[nH]c1ccccc12	1.7	17	-0.4	-11
COC(=O)C(NC(=O)c1ccco1)(Nc1sc2c(c1C#N)CCC(C)C2)C(F)(F)F (stereo not drawn)	0.1	11	-1.0	-3
Cc1ccc(C)c(NC(=O)C2CC(Cl)=CCC2C(=O)O)c1 (stereo not drawn)	0.8	10	3.9	10

Some values from above.
`O=C(CCSc1ccccc1)Nc1ccccc1C(=O)O` in FBW7 activator → 0.1
`CC1CCCN(Cc2nnnn2CCc2ccccc2)C1` (stereo not drawn) in GPR151 ag → 0.9
`Cc1ccc(C)c(NC(=O)C2CC(Cl)=CCC2C(=O)O)c1` (stereo not drawn) in GPR151 ag → 3.9

The list goes on:
SMILES	FBW7 activator	MITF primary	GPR151 ag	TEAD-YAP inh
CC1(C)Cc2ccccc2C(C2=C(O)CCCC2=O)=N1	0.3	-1	0.0	13
O=C(Nc1c2c(nn1-c1ccc(F)cc1)CS(=O)C2)c1ccccc1Cl (stereo not drawn)	-0.1	4	-0.4	3
Cc1ccc2oc(C(=O)Nc3nnc(C)s3)c(C)c2c1	0.6	18	-0.6	-47
COc1ccccc1/C=C/C(=O)c1cc(C)ccc1O	0.1	13	-1.5	-5
COc1ccccc1C(C)NCc1nc2ccc(Cl)cc2n1CCO (stereo not drawn)	0.0	-6	-0.5	-2
O=C(CN1CCCC1)Nc1ccc(Br)cc1	0.4	34	-0.6	-2
O=C(Nc1ccc(Br)cc1Br)/C(=C\c1ccccc1F)NC(=O)c1ccc(Br)cc1	-0.2	-3	0.1	-9
CCOC(=O)CSc1nn2c(=O)c(C)nnc2s1	-0.1	3	-0.9	-4
CCSCCOC(=O)C1=C(C)NC2=C(C(=O)CCC2)C1c1cccc(OC)c1OC (stereo not drawn)	0.0	3	-0.4	3
O=C(CC1(c2cccc(F)c2)CC(=O)N(Cc2cccnc2)C1=O)N1CCCCCCC1 (stereo not drawn)	-0.1	7	1.0	2
CC(C)CNS(=O)(=O)c1ccc(CCC(=O)NC2CCCCC2)cc1	-0.1	-5	2.1	6
Cc1cc(C)cc(NC(=O)CSc2cc(C)[nH]c(=O)n2)c1	0.0	7	-2.2	1
O=[N+]([O-])c1cccc(C2N(c3ccc(Cl)cc3)CCN2c2ccc(Cl)cc2)c1	0.0	11	0.3	-5
CNC(=S)NCCCNc1nc2cc3c(cc2cc1C#N)OCO3	-0.1	-5	0.0	-5
COc1ccc(/C(C)=N/Nc2nc(-c3cccnc3)nc3ccccc23)cc1OC	0.3	24	-2.3	33*
COc1ccc(C=O)cc1OCc1ccc(Cl)cc1	0.2	14	-2.0	-64
S=C1NC(c2ccccc2)=CC(c2ccccc2)N1 (stereo not drawn)	-0.2	-2	0.8	-6
CCc1ccc(NC(=O)CSc2nccn2Cc2ccccc2)cc1	-0.4	-1	-1.3	-29
COc1cccc([C@@H](C)Nc2nc3nonc3nc2N(C)C)c1	0.0	6	-0.7	12
Cc1cc(I)ccc1NC(=O)c1ccccc1Cl	0.2	12	-0.5	-17
CN(C)c1ccc(/C=C2\Sc3ccccc3C2=O)cc1[N+](=O)[O-]	0.2	8	0.3	-9
COc1ccc(CCNCc2cc3cccc(C)c3n3nnnc23)cc1OC	0.0	1	-0.7	-6
CCC(C)c1ccc(S(=O)(=O)N2CCNCC2)cc1 (stereo not drawn)	0.1	-1	1.4	-4
O=S(=O)(NCc1ccc2c(c1)OCO2)c1ccc(N2CCOCC2)nc1	-0.1	4	-0.9	7
Cc1cccc(NC(=O)CN2C(=O)N/C(=C/c3cc(C)n(-c4ccncc4)c3C)C2=O)c1	-0.2	-7	0.2	3
O=C1O/C(=C/Br)CCC1c1cccc2ccccc12 (stereo not drawn)	0.3	1&-10	1.5&-1.7	-5
CC(C)C[C@@H]1NC(=O)[C@H]2CN(Cc3cccc4ncccc34)CCN2C1=O	-0.1	-1	1.5	9
COc1ccc(Cl)cc1NC(=O)c1cc(S(=O)(=O)NCc2ccc(F)cc2)ccc1F	0.4	-7	3.5	-5
COC(CN=Cc1c(O)n(C)c(=O)n(C)c1=O)OC	0.3	14	-0.1	11
COCCCNC(=O)CSc1nc(NCC2CCCO2)c2ccccc2n1 (stereo not drawn)	-0.1	16	-0.8	6
O=C1CCC/C(=N\NC(=O)CCCOc2ccc(Cl)cc2Cl)C1	0.0	2	1.5	15
COc1cccc(CNC(=O)C2CCCN(c3nn4c(=O)cc(C)nc4s3)C2)c1 (stereo not drawn)	0.8	0	0.5	-5
C=CCN1CCN(C(c2ccccc2)c2nnnn2CCC(C)C)CC1 (stereo not drawn)	-0.1	4	1.0	-7
COc1cccc(OC)c1C(=O)Nc1c2c(nn1-c1cccc(C)c1C)CS(=O)C2 (stereo not drawn)	0.2	8	-0.2	-5
Cc1cc(C(=O)Nc2ccc(S(=O)(=O)NC3CCCCC3)cc2)ccc1[N+](=O)[O-]	0.8	4	-0.1	16

Assay outcomes (PubChem BioAssay)
